From PubChem
HTRA1 inh = blocks human HTRA1 serine peptidase; Q92743; recombinant HTRA1, FP-rhodamine activity-based probe, fluorescence polarization; inhibition, % at 5.96 µM; 340,000 tested, 0.5% active; AID 504803; in the data active means inhibition above about 36%;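 further: 0% = enzyme with DMSO and 100% = wells lacking enzyme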
PRMT1 FP inh = inhibitors of human PRMT1; inhibition, % at 2.79 µM; 370,000 tested, 1.3% active; recombinant PRMT1, activity-based probe fluorescence polarization; Q99873; AID 652257;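 active means inhibition above about 21% made by adding two undisclosed values, limit read from the data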
Target sequence (Q99873 whole entry, looked up): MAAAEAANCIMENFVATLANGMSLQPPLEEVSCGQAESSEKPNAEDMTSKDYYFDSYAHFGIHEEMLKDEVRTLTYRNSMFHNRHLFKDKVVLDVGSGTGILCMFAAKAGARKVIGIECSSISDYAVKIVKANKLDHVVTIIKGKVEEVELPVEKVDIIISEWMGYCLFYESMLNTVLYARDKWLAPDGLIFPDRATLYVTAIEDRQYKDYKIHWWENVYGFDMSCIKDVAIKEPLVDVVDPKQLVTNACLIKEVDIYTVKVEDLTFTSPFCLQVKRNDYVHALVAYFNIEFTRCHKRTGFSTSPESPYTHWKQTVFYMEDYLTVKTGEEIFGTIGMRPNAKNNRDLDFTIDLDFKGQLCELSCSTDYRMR
LEDGF integ inh = blocks HIV-1 LEDGF/p75-dependent DNA integration | 370,000 tested, 0.64% active | inhibition, % at 3.7 µM | TR-FRET IN-LEDGF/p75 DNA integration, Eu/Cy5 | AID 743269;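 active means inhibition above the screen-wide mean plus 3 SD, cut at about 13% in these data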;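 further: signal is the Cy5 over europium emission ratio at 671 and 618 nm; 0% = plate median of compound wells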
TCR CD3 inh = blocks the human TCR-CD3 interaction; inhibition, % at 9.4 µM; TAMRA-labeled TCR probe fluorescence, biochemical; 360,000 tested, 0.37% active; AID 651800; in the data active means inhibition above about 19%;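 further: recombinant mutant TCR 2C K166C tagged with TAMRA read by polarization; 0% = receptor in buffer alone and 100% = receptor with positive control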
ABHD4 inh = ABHD4 (mouse) inhibition, primary FP screen | inhibition, % at 8.92 µM | AID 720543 | purified mABHD4, FP-Rh probe fluorescence polarization | 370,000 tested, 0.54% active | Q8VD66;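 active means inhibition exceeding the mean over every tested compound plus 3 SD, cut at about 30% in these data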;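 further: 0% = plate median of compound wells and 100% = S159A mutant with DMSO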
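System: mouse ABHD4 enzyme, wild type / Medium: HEPES pH 7.0, NaCl, Pluronic buffer / Reagent: FP-Rh activity-based fluorescent probe / Control set: S159A mutant high control, sample median low control / Detection: fluorescence polarization with parallel and perpendicular emission, 525/598 nm / Schedule: 45 min + 60 min at 25 °C / Compound dosing: 8.92 µM, single dose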
PG9 binder = small molecules binding HIV-1 gp120 antibody PG9; TR-FRET gp120-PG9 antibody binding; inhibition, % at 6.7 µM; 360,000 tested, 0.43% active; AID 624416; in the data active means inhibition above about 8.5%
SIAE primary = inhibitors of human sialic acid acetylesterase SIAE; 370,000 tested, 0.69% active; SIAE FP-Rh probe binding, fluorescence polarization; inhibition, % at 9.66 µM;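 active means inhibition above a cutoff: mean of compounds within the control limits plus 3 SD of those, cut at about 17% in these data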;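 further: 0% = plate median of compound wells and 100% = probe without SIAE protein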
UHRF1 binding = human UHRF1 methylated DNA binding inhibitors. UHRF1 binding to methylated oligo, TR-FRET. inhibition, % at 4.4 µM. 370,000 tested, 0.75% active. AID 687016; in the data active means inhibition above about 21%;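 further: UHRF1 SRA domain binding a hemimethylated CpG hairpin DNA probe; 0% = median of test compound wells and 100% = reference inhibitor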
DDE Tn7 FP inh = DD(E)-Tn7 binding inhibition, primary FP screen | FP displacement of FITC-Tn7 peptide from fibrin DD(E); 0% = median of compound wells per plate | inhibition, % at 8.3 µM | 370,000 tested, 0.13% active | AID 720508;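 active means inhibition above the mean of compounds falling within the control limits plus 3 SD of them, cut at about 14% in these data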;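 further: 0% = plate median of compound wells and 100% = 10 µM Aha-Tn7 peptide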
Target sequence (P02675 whole entry, looked up): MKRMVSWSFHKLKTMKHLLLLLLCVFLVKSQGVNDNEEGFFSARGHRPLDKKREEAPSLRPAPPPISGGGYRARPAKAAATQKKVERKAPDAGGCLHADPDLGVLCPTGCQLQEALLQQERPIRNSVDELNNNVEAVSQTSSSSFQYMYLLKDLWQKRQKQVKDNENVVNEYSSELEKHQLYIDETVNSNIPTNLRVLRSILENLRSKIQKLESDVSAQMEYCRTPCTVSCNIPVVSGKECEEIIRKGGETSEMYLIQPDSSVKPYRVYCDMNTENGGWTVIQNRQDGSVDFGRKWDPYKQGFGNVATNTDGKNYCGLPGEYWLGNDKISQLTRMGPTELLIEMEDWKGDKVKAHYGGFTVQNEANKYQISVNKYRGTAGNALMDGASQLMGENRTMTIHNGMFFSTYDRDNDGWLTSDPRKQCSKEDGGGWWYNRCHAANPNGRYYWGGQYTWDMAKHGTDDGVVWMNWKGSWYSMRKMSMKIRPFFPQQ
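Assay system: human fibrin DD(E) protein / Input: 2 µM fibrin DD(E) / Benchmarks: high control of 10 µM Aha-Tn7 peptide / Measured by: fluorescence polarization of the labelled Tn7 tracer / Medium: Tris buffer with calcium and detergent, pH 7.8 / Timing: 10 min compound pre-incubation, 3 h probe incubation at room temperature / Repeats: one replicate per compound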
TDP2 absorb = blocks human TDP2 phosphodiesterase activity | O95551 | recombinant TDP2, T5PNP hydrolysis, p-nitrophenol absorbance 415 nm | inhibition, % at 12.8 µM | 370,000 tested, 0.34% active | AID 720702;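 active means inhibition above the mean of all tested compounds plus 3 SD, set per campaign, cut at about 25% in these data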;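 further: 0% = DMSO with enzyme and 100% = buffer with substrate but no TDP2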
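Incubation: 2 h at 37 °C; Test system: recombinant human TDP2; Quantity: enzyme 120 nM; Read-out basis: percent inhibition; Medium: 50 mM Tris-HCl pH 7.5 with Mg2+, KCl, DTT, BSA; Repeats: single replicate; Compound: 12.8 µM single point, 1% DMSO; Signal: epi absorbance; Reagent: 5 mM T5PNP chromogenic substrate; Benchmarks: no-enzyme high, DMSO-plus-enzyme low.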
An asterisk follows results filed as active; . = not tested or not shown.

SMILES	HTRA1 inh	PRMT1 FP inh	LEDGF integ inh	TCR CD3 inh	ABHD4 inh	PG9 binder	SIAE primary	UHRF1 binding	DDE Tn7 FP inh	TDP2 absorb
O=C(O)c1cc(O)c2c(c1)[C@H]([C@H]1c3cc(C(=O)O)cc(O)c3C(=O)c3c(O[C@@H]4O[C@H](CO)[C@@H](O)[C@H](O)[C@H]4O)cccc31)c1cccc(OC3O[C@H](CO)[C@@H](O)[C@H](O)[C@H]3O)c1C2=O (some centres undefined)	40*	37*	82*	137*	60*	-6.4	74*	73*	4	46*
COc1ccccc1N(C)S(=O)(=O)c1ccc(C(=O)Nc2cccc(Br)c2)cc1	-93	0	-1	4	-119	-0.3	-134	2	4	0
CC(C)n1c(=NC(=O)c2ccco2)c(C#N)cc2c(=O)n3ccccc3cc21	-6	10	1	-7	2	0.8	3	-8	-2	3
N#CC1(Nc2cccc(Br)c2)C(=O)Nc2ccccc21 (centres undefined)	-7	5	-4	13	-2	0.6	-6	2	0	-12
CCCCOC(=O)c1[nH]c2c(c1C)C(=O)CC(c1cc(OC)c(OC)c(OC)c1)C2 (centres undefined)	-23	0	2	5	-5	-0.1	-3	1	-3	-2
O=C(O)c1ccc2c3c(cccc13)C(=O)N(c1cccc3ccccc13)C2=O	0	-2	0	3	3	-0.6	-5	-2	6	-5
C[C@@H]1CN([C@@H](C)CO)C(=O)CCCn2nncc2CO[C@@H]1CN(C)C(=O)Nc1ccc(N2CCN(C)CC2)cc1	0	2	1	5	-4	-1.2	1	1	11	9
COc1ccc(OCc2cc(=O)c3ccc4c(c3o2)C=CC(C)(C)O4)cc1OC	-64	1	2	-4	-3	-1.3	-1	-1	-2	-16
COc1ccc(N2CCN(C(=O)COC(=O)c3ccc(C)o3)CC2)cc1	1	1	0	1	10	-1.7	3	1	8	-1
O=C(Nc1cccc(C(=O)O)c1)/C(=C/c1ccccc1)NC(=O)c1cccc(Br)c1	1	3	-1	-6	-4	0.5	-11	1	2	5
Cc1cc(C(=O)Nc2nnc(C3CC3)s2)c(C)s1	-2	-3	3	0	3	-0.1	-4	1	-7	-3
CCOC(=O)C1=C(CC)Nc2ccccc2N=C1NC(=O)c1ccc(S(=O)(=O)N(C)C)cc1	2	-2	1	8	2	-1.7	3	-3	-6	7
CN(N=Nc1nc[nH]c1C(=O)NN)C1CCCCC1	2	0	-1	6	2	0.0	-1	-1	4	8
Clc1ccc(-n2c(SCc3cccc4ccccc34)nnc2-c2ccccn2)cc1	.	2	-5	.	-7	.	1	1	2	4
COc1ccc(C=NOCC(=O)OCC(=O)Nc2ccc(OC)cc2)cc1	-8	1	-3	-3	7	0.5	0	29*	4	2
NC(=S)Cc1nc2n(n1)Cc1ccccc1-2	-3	4	2	6	0	-2.1	1	2	6	8
Cc1ccc(S(=O)(=O)N2CCN(CC(=O)N/N=C/c3ccc(Br)s3)CC2)cc1	-10	-3	1	11	-5	-0.2	-1	-7	0	2
COCCCN1C(=O)c2ccccc2C1C(=O)NC1CCCCCC1 (centres undefined)	12	-3	9	4	3	1.4	3	-2	-2	8
COC(=O)CSc1nc2cc3c(cc2cc1C#N)OCO3	5	3	-1	0	3	15*	-4	0	3	4
CCOC(=O)c1sc2ncnc(NCc3ccco3)c2c1C	-9	3	5	-6	8	7.5	-8	-2	-2	1
CCS(=O)(=O)N1CCN(c2ccc([N+](=O)[O-])c(NCc3ccccc3)c2)CC1	-8	0	1	-1	-1	-2.9	-10	0	-1	-8
Cc1oc2ccc(OC(=O)COc3c(F)c(F)c(F)c(F)c3F)cc2c1C(=O)OC(C)C	2	-2	-1	-3	-1	-0.6	0	5	0	6
COc1ccc(CCN(C)C(=O)CN2C(=O)NC3(CCCc4ccccc43)C2=O)cc1OC (centres undefined)	2	-2	6	8	-6	-0.6	-19	3	-4	-19
COc1ccc(CNC(=O)Cc2c[nH]c3ccccc23)cc1OC	0	-4	5	-3	-4	0.3	3	0	5	-24
Cc1ccc(Nc2ccc(S(=O)(=O)N3CCOCC3)cc2[N+](=O)[O-])c(C)c1	3	0	2	4	-4	-0.8	5	0	-1	-16

Molecules shown so far that contain an aryl methoxy group, in the order listed:
SMILES	HTRA1 inh	PRMT1 FP inh	LEDGF integ inh	TCR CD3 inh	ABHD4 inh	PG9 binder	SIAE primary	UHRF1 binding	DDE Tn7 FP inh	TDP2 absorb
COc1ccccc1N(C)S(=O)(=O)c1ccc(C(=O)Nc2cccc(Br)c2)cc1	-93	0	-1	4	-119	-0.3	-134	2	4	0
CCCCOC(=O)c1[nH]c2c(c1C)C(=O)CC(c1cc(OC)c(OC)c(OC)c1)C2 (centres undefined)	-23	0	2	5	-5	-0.1	-3	1	-3	-2
COc1ccc(OCc2cc(=O)c3ccc4c(c3o2)C=CC(C)(C)O4)cc1OC	-64	1	2	-4	-3	-1.3	-1	-1	-2	-16
COc1ccc(N2CCN(C(=O)COC(=O)c3ccc(C)o3)CC2)cc1	1	1	0	1	10	-1.7	3	1	8	-1
COc1ccc(C=NOCC(=O)OCC(=O)Nc2ccc(OC)cc2)cc1	-8	1	-3	-3	7	0.5	0	29*	4	2
COc1ccc(CCN(C)C(=O)CN2C(=O)NC3(CCCc4ccccc43)C2=O)cc1OC (centres undefined)	2	-2	6	8	-6	-0.6	-19	3	-4	-19
COc1ccc(CNC(=O)Cc2c[nH]c3ccccc23)cc1OC	0	-4	5	-3	-4	0.3	3	0	5	-24

(list continues)
SMILES	HTRA1 inh	PRMT1 FP inh	LEDGF integ inh	TCR CD3 inh	ABHD4 inh	PG9 binder	SIAE primary	UHRF1 binding	DDE Tn7 FP inh	TDP2 absorb
COc1ccc(NC(=O)CN(C)C(=O)c2ccc(N3CCOCC3)c([N+](=O)[O-])c2)cc1	1	7	-5	-5	-5	-0.1	1	3	-1	-15
Clc1ccc(/C=N/c2c(-c3ccco3)nc3ccccn23)cc1	34	14	12	4	41*	-13	12	4	0	16
Cc1cn(C2OC(CC(=O)Oc3ccccc3)C(O)C2O)c(=O)[nH]c1=O (centres undefined)	0	-6	3	8	3	0.5	1	0	2	2
N#Cc1ccccc1/C=N/Nc1nc(-c2ccccc2)c2cc(Cl)ccc2n1	-4	-2	-2	5	-4	-0.8	-7	-2	4	-3
COC(=O)c1c(-c2cc(OC)cc(OC)c2)sc2ccc(OC)cc12	-25	-1	-4	2	-11	-0.2	0	6	-8	1
CCOC(=O)c1ccc(NC(=S)NCCCN2CCOCC2)cc1	4	9	1	-6	-5	0.3	-6	5	0	-5
CCOC(=O)C1=C(C)N(CCCCCC(=O)O)C(=O)NC1c1ccccc1OS(=O)(=O)c1ccc(C)cc1 (centres undefined)	-5	-2	3	4	1	-0.1	-2	13	-1	3
CC1(C(=O)NS(=O)(=O)C2CC2)CCCN(C(=O)c2cccc(Cl)c2)C1 (centres undefined)	.	0	0	-6	-1	-0.2	1	2	1	5
C=CC[C@@H](Cc1ccc(F)cc1)C(=O)OC[C@@H]1CCCN1C(=O)[C@@H](CC=C)CC(=O)N[C@H](CO)Cc1ccccc1	-9	2	2	5	-11	-0.1	5	-3	0	-3
CCN(CCN(C)C)C(=O)Cn1ncc2c1-c1cc(C)ccc1OC2	4	-5	-2	3	0	-0.6	-3	0	2	0
NS(=O)(=O)c1ccc(-c2c(-c3ccccc3)sc3ccccc23)cc1	-24	3	2	-1	-18	-0.1	-8	22*	3	-4
O=C(COC(=O)Cc1ccc(Br)cc1)NCc1cccs1	2	-1	-1	-6	2	-0.2	-1	-2	-3	6
CCCc1c(C(=O)N/N=C/c2ccc(-c3ccccc3)cc2)nnn1-c1nonc1N	-2	2	2	1	1	1.9	-3	4	0	0
COC(=O)c1ccc(CNC(=O)CN2C(=O)NC(Cc3ccccc3)(c3ccccc3)C2=O)cc1 (centres undefined)	-7	-4	4	2	-5	-0.1	-1	-2	5	-3
COCCNC(=O)CSc1nc2scc(-c3ccccc3)c2c(=O)[nH]1	2	-1	-1	6	-2	0.2	0	0	2	4
COC(=O)c1sc(NC(=O)COc2cccc3ccccc23)nc1C	2	0	-4	-1	1	6.0	-16	0	-2	-7
Cc1ccc(S(=O)(=O)C2(C(=O)N3CCN(C4CCCCC4)CC3)CC2)cc1	2	-1	3	5	5	-1.9	-8	-4	-9	-2
O=C(OCC(=O)N1N=C(c2ccc(Cl)cc2)CC1c1ccco1)c1cncc(Br)c1 (centres undefined)	-32	34*	2	0	7	3.4	6	-4	1	4
Cc1csc(=O)n1CCC(=O)OCC(=O)Nc1ncc(Cl)cc1Cl	8	20	1	-1	8	0.6	6	-1	0	15
COc1ccc(C)cc1NC(=O)C(NC(=O)c1cc(OC)c(OC)c(OC)c1)C(C)C (centres undefined)	1	-2	-2	0	4	-1.0	3	-1	2	-3
O=C(/C=C/Nc1ccc(Nc2ccccc2)cc1)c1cccs1	33	4	-1	-1	34*	-1.9	11	-1	4	2
CC(=O)Nc1ccc(S(=O)(=O)N2CN(c3ccc(C)cc3)c3nc4ccccc4nc32)cc1	-7	1	-1	-1	3	0.8	4	3	0	-4
COc1ccc(-n2cc(CNCCc3cscn3)c(-c3ccccc3Cl)n2)cc1	.	0	0	9	-1	1.1	-2	-2	3	-8
Cc1ccc(S(=O)(=O)N2CCSC2C(=O)O)cc1 (centres undefined)	-3	0	1	-4	2	2.1	0	5	-5	-5
COc1ccc(OCCC(=O)NC2=NCCS2)cc1	7	3	0	3	-5	0.6	5	6	-4	-12
O=C(COc1ccc(Br)cc1CO)Nc1ccc(S(=O)(=O)N2CCCC2)cc1	-19	-1	-3	2	-16	1.2	-9	-1	0	8
